AID364 = cytotoxicity toward Jurkat T cells, primary screen, cell-based, Jurkat E6.1, NIH starter set (AID 364) | inhibition, % at 4 µM; hits with a dose series show CC50 in µM | 2% of 3,300 active | Jurkat E6.1 viability, ATP luminescence, 48 h; higher % means a stronger effect;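 active = concentration giving half-maximal inhibition at or below 20 micromolar; inactive = half-maximal concentration above 20 micromolar, or not dose tested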;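 also: 100% = cells treated with 4 µM doxorubicin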
HT29 cell growth-1 = HT29 colon tumor cell growth inhibition, primary screen, imaging, high content imaging, 24 h, CellTiter-Glo (AID 770); HT29 cell number by imaging, 24 h; hits give high values; growth inhibition, % at 10 µM; 3,300 tested, under 10 active;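 active = growth inhibition above 90% in viable cell count at a single dose; inactive = growth inhibition below 90%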
AID772 = HT29 colon tumor cell growth inhibition, primary screen, imaging, high content imaging, 72 h, CellTiter-Glo (AID 772). HT29 cell growth, HCS imaging cell count, 72 h; hits give high values. 0.6% of 3,300 active. growth inhibition, % at 10 µM;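 active = growth inhibition above 90%, meaning viable cell count cut by more than 90% versus vehicle controls; inactive = growth inhibition below 90%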
A549 NSCLC growth = A549 NSCLC cell proliferation inhibitors – ATP luminescence, human non-small cell lung line, primary screen (AID 371); growth inhibition, % at 10 µM; 8.4% of 3,300 active; A549 growth inhibition, ATP luminescence; hits give high values;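 active = mean growth inhibition over the two runs of 50% or more; inactive = mean growth inhibition under 50%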;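 also: compound exposure lasted 72 h before the ATP read; 0% = untreated cell signal and 100% = no luminescence left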
HT29 cell growth-2 = HT29 colon tumor cell growth inhibition, primary screen, imaging, high content imaging, 48 h, CellTiter-Glo (AID 771); HT29 cell growth, HCS imaging cell count, 48 h; hits give high values; growth inhibition, % at 10 µM; 2% of 3,300 active;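 active = growth inhibition above 90%, meaning viable cell count by imaging cut by more than 90% versus vehicle controls; inactive = growth inhibition below 90%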;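 also: percent fewer viable cells counted by imaging than vehicle controls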
HT29 cell growth-1 condensed nuclei = further read-out of HT29 cell growth-1, marked with its call; condensed nuclei, %; measured here: percent cells with condensed nuclei;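 share of cells whose nuclear area falls below control median minus 1.5 SD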
HT29 cell growth-1 ATP viability = also measured in HT29 cell growth-1; calls as there; growth inhibition, %; measured here: ATP CellTiter-Glo viability
HT29 cell growth-2 condensed nuclei = recorded beside HT29 cell growth-2, whose call it bears; condensed nuclei, %; measured here: percent cells with condensed nuclei;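 condensed means Hoechst nuclear area under control median minus 1.5 SD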
HT29 cell growth-2 ATP viability = recorded beside HT29 cell growth-2, whose call it bears; growth inhibition, %; measured here: ATP CellTiter-Glo viability inhibition
AID772 condensed nuclei = further read-out of AID772, marked with its call; condensed nuclei, %; measured here: percent cells with condensed nuclei;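 condensed means nuclear area below control median minus 1.5 SD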
AID772 second = also measured in AID772; calls as there; growth inhibition, %; measured here: ATP CellTiter-Glo viability
Numbers without * were called inactive; / = no result given.

Screens by letter: A = AID364; B = HT29 cell growth-1; C = HT29 cell growth-1 condensed nuclei; D = HT29 cell growth-1 ATP viability; E = AID772; F = AID772 condensed nuclei; G = AID772 second; H = A549 NSCLC growth; I = HT29 cell growth-2; J = HT29 cell growth-2 condensed nuclei; K = HT29 cell growth-2 ATP viability
O=C(CCN1CCc2ccccc2CC1)c1ccc2c(c1)OCCO2
  A: 4%; B: 3; C: 4.7; D: -2; E: 17; F: 9; G: 21; H: 6; I: 18; J: 1.3; K: 14
O=c1oc2cc(O)ccc2c2oc3cc(O)ccc3c12
  A: 0%; B: 19; C: 2.2; D: -6; E: 46; F: 3; G: 11; H: 32; I: 45; J: 1.0; K: /
O=C(c1ccccc1)c1cc(-c2ccccc2)on1
  A: -13%; B: 15; C: 1.8; D: -3; E: 10; F: 12; G: 9; H: 8; I: 17; J: 0.4; K: 24
Cn1c(SCC(=O)NCc2ccccc2)nc2ccccc21
  A: 2%; B: 6; C: 5.1; D: -16; E: 60; F: 4; G: 3; H: 4; I: 18; J: 16; K: 16
Cn1c(OCc2cccnc2)nc2c1c(=O)n(Cc1ccccc1)c(=O)n2C
  A: 14%; B: 19; C: 4.5; D: 16; E: -18; F: 4; G: -10; H: 12; I: 27; J: 3.2; K: 32
Cc1cc(NC(=O)C2=C(O)c3ccccc3S(=O)(=O)N2C)no1
  A: 3%; B: -22; C: 2.7; D: -12; E: -26; F: 6; G: -12; H: 2; I: 25; J: 2.7; K: /
O=C1C2CC=C(Cl)CC2C(=O)N1CNc1ccccn1 (centres undefined)
  A: -4%; B: -5; C: 3.4; D: -11; E: 46; F: 5; G: 13; H: -4; I: 21; J: 3.2; K: -1
CCNc1sc(C(=O)c2cccs2)c(N)c1C#N
  A: -18%; B: -1; C: 5.2; D: 4; E: 1; F: 1; G: -24; H: -2; I: 14; J: 2.5; K: 3
CN(C)CC(O)COc1ccc(C(C)(C)c2ccc(OCC(O)CN(C)C)cc2)cc1 (centres undefined)
  A: 12%; B: 62; C: 8.3; D: 33; E: 62; F: 18; G: 98; H: 89*; I: 99*; J: 29*; K: 96*
C[C@@H]1C[C@H]2[C@@H]3CCC4=CC(=O)C=C[C@]4(C)[C@@]3(F)[C@@H](O)C[C@]2(C)[C@H]1C(=O)CO
  A: -3%; B: -35; C: 3.4; D: -14; E: 27; F: 9; G: -6; H: 19; I: 22; J: 2.5; K: /
CCOC(=O)c1[nH]c2cc3c(cc2c1NC(=O)CN1CCC2(CC1)OCCO2)OCO3
  A: -6%; B: -46; C: 3.6; D: -10; E: -59; F: 2; G: -31; H: 6; I: -13; J: 2.0; K: -8
C=CCn1c(=O)c(C(=O)NCCN(CC)CC)c(O)c2ccccc21
  A: -15%; B: -26; C: 4.2; D: -6; E: -11; F: 2; G: -46; H: 14; I: -3; J: 2.6; K: 4
CCCc1cc(Nc2c(C)n(C)n(-c3ccccc3)c2=O)n2c(nc3ccccc32)c1C#N
  A: 19%; B: -8; C: 2.8; D: -5; E: 20; F: 3; G: -22; H: 15; I: 56; J: 4.6; K: 1
c1ccc(-c2nnc3sc(Cc4cccs4)nn23)cc1
  A: 4%; B: 11; C: 5.1; D: 6; E: -98; F: 4; G: -80; H: 22; I: -36; J: 2.3; K: -11
Fc1ccc(OCCOCCNCC2CCCO2)cc1 (centres undefined)
  A: 10%; B: 63; C: 8.7; D: 28; E: 14; F: 12; G: 31; H: -1; I: 23; J: 13; K: 26

Single values from the list:
Fc1ccc(OCCOCCNCC2CCCO2)cc1 (centres undefined) – A549 NSCLC growth: -1
Cn1c(OCc2cccnc2)nc2c1c(=O)n(Cc1ccccc1)c(=O)n2C – HT29 cell growth-2 condensed nuclei: 3.2
O=c1oc2cc(O)ccc2c2oc3cc(O)ccc3c12 – HT29 cell growth-1 ATP viability: -6
CCOC(=O)c1[nH]c2cc3c(cc2c1NC(=O)CN1CCC2(CC1)OCCO2)OCO3 – HT29 cell growth-2: -13

(continued)
Screens by letter: A = AID364; B = HT29 cell growth-1; C = HT29 cell growth-1 condensed nuclei; D = HT29 cell growth-1 ATP viability; E = AID772; F = AID772 condensed nuclei; G = AID772 second; H = A549 NSCLC growth; I = HT29 cell growth-2; J = HT29 cell growth-2 condensed nuclei; K = HT29 cell growth-2 ATP viability
COc1ccc(NC2CC(=O)N(C)C2=O)cc1 (centres undefined)
  A: 4%; B: -17; C: 4.7; D: -11; E: -29; F: 7; G: -33; H: 6; I: 35; J: 6.7; K: -9
CC(C)COc1nc2ccccc2nc1C(C#N)C(=O)NC1CCCCC1 (centres undefined)
  A: -7%; B: 45; C: 5.7; D: 5; E: 58; F: 5; G: 36; H: 19; I: 24; J: 3.9; K: 21
CC(O)CNc1nc2c(c(=O)n(C)c(=O)n2C)n1CCc1ccccc1 (centres undefined)
  A: 12%; B: -10; C: 3.1; D: -1; E: 41; F: 3; G: 18; H: 17; I: 2; J: 2.2; K: 14
COc1ccc(C2NC3=C(CCC3)C3(C#N)C(OC)(OC)N=C(N)C23C#N)cc1 (centres undefined)
  A: 2%; B: -5; C: 5.3; D: -11; E: 24; F: 6; G: -1; H: -5; I: 14; J: 6.6; K: 0
O=C(c1coc(=O)c(Br)c1)N1CCCc2ccccc21
  A: -4%; B: 24; C: 4.4; D: -9; E: -15; F: 9; G: -19; H: 2; I: 38; J: 4.1; K: -10
Cc1nn(C)cc1/C=N/n1nnnc1N
  A: 10%; B: 2; C: 2.3; D: -15; E: -35; F: 3; G: -66; H: 3; I: -18; J: 2.6; K: -8
CC(NCCC(c1ccccc1)c1ccccc1)c1ccccc1 (centres undefined)
  A: 12%; B: 43; C: 10; D: 55; E: 54; F: 28; G: 96; H: 91*; I: 95*; J: 28*; K: /
O=C(CC1SC2=NCCN2C1=O)Nc1ccccc1 (centres undefined)
  A: -6%; B: 12; C: 4.0; D: 6; E: 68; F: 7; G: 24; H: 2; I: 33; J: 4.9; K: 24
CCOc1ccc(NC(=O)CSC2=C(C#N)C(c3ccc4c(c3)OCO4)CC(=O)N2)cc1 (centres undefined)
  A: 0%; B: -5; C: 2.1; D: 10; E: 80; F: 8; G: 80; H: 19; I: 71; J: 5.7; K: 44
CCOC(=O)c1c(C(C#N)C#N)cc(C)nc1C
  A: -7%; B: -14; C: 3.5; D: -4; E: 8; F: 3; G: -21; H: 6; I: 36; J: 2.3; K: -5
COc1ccc(NS(=O)(=O)c2ccc(N)cc2)nn1
  A: 10%; B: -7; C: 1.4; D: 3; E: 31; F: 2; G: 6; H: -7; I: -3; J: 3.8; K: /
COc1ccc(-c2c3c([nH]c(=S)c2C#N)CCC3)cc1
  A: -6%; B: 12; C: 3.5; D: -12; E: 31; F: 4; G: -27; H: 10; I: -40; J: 1.2; K: -26
Cc1cc(C)nc(NC2=NCC(=O)N2c2ccccc2)n1
  A: -11%; B: -51; C: 3.1; D: -11; E: -22; F: 5; G: -30; H: 5; I: 12; J: 3.3; K: -8
NS(=O)(=O)c1cc2c(cc1Cl)NC(CSCc1ccccc1)=NS2(=O)=O
  A: 0%; B: -1; C: 3.4; D: -3; E: 60; F: 5; G: 7; H: -5; I: -12; J: 3.4; K: /
CN1CCN(c2c3c(c(C#N)c4nc5ccccc5n24)CCCC3)CC1
  A: 5%; B: -33; C: 9.2; D: 8; E: 8; F: 1; G: 2; H: 2; I: -54; J: 2.1; K: 13
O=C1C(=O)N(Cc2cccnc2)C(c2ccccn2)/C1=C(/O)c1ccc(Br)cc1 (centres undefined)
  A: 2%; B: -11; C: 4.0; D: -13; E: -61; F: 4; G: -52; H: 3; I: -60; J: 1.4; K: -25
Cc1nn(C)cc1/C=N/O
  A: -5%; B: 4; C: 5.5; D: 10; E: 44; F: 3; G: 42; H: -2; I: 32; J: 3.6; K: 19
CCSC1=C(C#N)C(c2cccs2)C(C(=O)OC)=C(C)N1 (centres undefined)
  A: -2%; B: -16; C: 4.7; D: -5; E: 54; F: 2; G: 7; H: 30; I: -15; J: 2.4; K: -4
CCOc1ccc(/C(O)=C2/C(=O)C(=O)N(c3cc(C)on3)C2c2ccc(C(=O)OC)cc2)cc1 (centres undefined)
  A: 12%; B: -10; C: 4.7; D: -10; E: -6; F: 7; G: -37; H: 14; I: 22; J: 2.1; K: -12
c1ccc2c(c1)nc(CN1CCOCC1)n1c3ccccc3nc21
  A: -6%; B: 32; C: 3.8; D: 9; E: 32; F: 3; G: -21; H: 10; I: 29; J: 1.5; K: -4
O=C(O)CC1SC(=Nc2cccc(C(F)(F)F)c2)NC1=O (centres undefined)
  A: 2%; B: -1; C: 4.3; D: -8; E: 3; F: 4; G: -31; H: 1; I: 27; J: 10; K: -20
COc1ccc(CCn2c(C)cc3c(c2=O)C(c2ccc4c(c2)OCO4)C(C#N)=C(N)O3)cc1OC (centres undefined)
  A: -3%; B: 26; C: 4.0; D: 14; E: 60; F: 26; G: 27; H: 39; I: 45; J: 1.5; K: 42
CCCc1cc(NCCCCO)n2c(nc3ccccc32)c1C#N
  A: 9%; B: 50; C: 3.4; D: 29; E: -18; F: 3; G: -11; H: 9; I: 42; J: 2.7; K: 7
C/C(=C\C(=O)O)CC(=O)O
  A: 15%; B: 21; C: 6.6; D: -1; E: -49; F: 5; G: -53; H: 2; I: 15; J: 2.6; K: 15
OC(CCN1CCCC1)(c1ccccc1)C1CCCCC1 (centres undefined)
  A: 15%; B: -37; C: 3.2; D: 2; E: 34; F: 17; G: 18; H: 7; I: 58; J: 8.0; K: /
Cc1nn(CC(N)=O)c(=O)c2ccccc12
  A: 1%; B: -14; C: 0.9; D: -5; E: 16; F: 2; G: -20; H: 26; I: 36; J: 2.9; K: 4
c1coc(CNc2ncnc3ccccc23)c1
  A: 2.4µM*; B: 40; C: 2.9; D: 8; E: 62; F: 3; G: 40; H: 24; I: 12; J: 1.8; K: 17
CCC(=O)N[C@@H]1CC(C(C)(C)NC(=O)CC)CC=C1C (some centres undefined)
  A: -3%; B: -10; C: 4.5; D: 1; E: 42; F: 14; G: 8; H: -5; I: 37; J: 0.8; K: 7
COc1cc(OC)cc(C(=O)N2CCC(N3CCCCCC3)CC2)c1
  A: 8%; B: 18; C: 4.7; D: -14; E: -41; F: 4; G: -19; H: 1; I: -58; J: 2.4; K: -22
Cc1[nH]c2ccc(F)cc2c(=O)c1SC(F)(F)C(F)C(F)(F)F (centres undefined)
  A: 2%; B: 25; C: 9.5; D: -6; E: -7; F: 2; G: -57; H: 36; I: 32; J: 3.1; K: -14
CCCNC1=C(C)C(=O)CC1
  A: -16%; B: -24; C: 1.5; D: -3; E: 4; F: 13; G: 26; H: 2; I: 13; J: 1.2; K: -4

Shown field by field: part of the list above
Compound: O=C(c1ccccc1)c1cc(-c2ccccc2)on1
  AID364: -13% | HT29 cell growth-1: 15 | HT29 cell growth-1 condensed nuclei: 1.8 | HT29 cell growth-1 ATP viability: -3 | AID772: 10 | AID772 condensed nuclei: 12 | AID772 second: 9 | A549 NSCLC growth: 8 | HT29 cell growth-2: 17 | HT29 cell growth-2 condensed nuclei: 0.4 | HT29 cell growth-2 ATP viability: 24
Compound: Cn1c(SCC(=O)NCc2ccccc2)nc2ccccc21
  AID364: 2% | HT29 cell growth-1: 6 | HT29 cell growth-1 condensed nuclei: 5.1 | HT29 cell growth-1 ATP viability: -16 | AID772: 60 | AID772 condensed nuclei: 4 | AID772 second: 3 | A549 NSCLC growth: 4 | HT29 cell growth-2: 18 | HT29 cell growth-2 condensed nuclei: 16 | HT29 cell growth-2 ATP viability: 16

Compound activity as filed in PubChem.

Only part of the results is shown (hit frequency here may not be typical).
